High-throughput results: PubChem BioAssay, several laboratories
hERG rescue: compounds protecting human hERG from proarrhythmic drug block; Q12809; CHO-hERG, FluxOR thallium flux, dofetilide IC70 present; activation (rescue from dofetilide block), less the hit threshold, % at 10 µM; hit rate 0.51% among 310,000; AID 1511;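 active = activation above the mean of controls blocked by dofetilide plus 5 SD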;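 also: thallium influx through hERG after potassium depolarization seen as dye fluorescence rise; in these data hits start at about 4.7%; inactives centre near -7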
KCNK9 block: inhibitors of human KCNK9 two-pore domain potassium channel; AID 488922; B-score at 10 µM; hit rate 1.2% among 310,000; HEK293 KCNK9, FluxOR thallium flux fluorescence; stronger effect = lower value; Q9NPC2;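 active = ratio B-score over 3 SD below the library mean, with starting fluorescence within 5 SD of its mean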;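 also: negative B-score means less thallium flux so channel inhibition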
Target sequence (Q9NPC2 whole entry, looked up, the tested form may be a part): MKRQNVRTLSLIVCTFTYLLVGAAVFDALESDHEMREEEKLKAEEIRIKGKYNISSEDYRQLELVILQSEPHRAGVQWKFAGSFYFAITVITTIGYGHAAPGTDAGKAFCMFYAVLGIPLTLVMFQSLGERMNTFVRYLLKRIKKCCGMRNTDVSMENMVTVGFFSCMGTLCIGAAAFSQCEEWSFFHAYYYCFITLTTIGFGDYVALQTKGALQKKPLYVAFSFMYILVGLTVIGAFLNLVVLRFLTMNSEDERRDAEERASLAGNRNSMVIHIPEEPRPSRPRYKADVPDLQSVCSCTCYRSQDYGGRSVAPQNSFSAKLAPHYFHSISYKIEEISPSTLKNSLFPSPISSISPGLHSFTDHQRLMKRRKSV
KCNK3 block: human KCNK3 channel inhibition, primary screen; B-score at 10 µM; O14649; hit rate 0.84% among 340,000; AID 602410; CHO-KCNK3 thallium flux, FluxOR fluorescence; stronger effect = lower value;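 active = B-score under library mean minus 4 SD, starting fluorescence ratio at most library mean plus 5 SD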;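 also: more negative B-score means stronger inhibition of thallium flux through KCNK3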
SKKanGAS inh: SKKanGAS growth inhibition; S. pyogenes SKKanGAS, kanamycin growth, BacTiter-Glo, 6 h; inhibition, % at 7.5 µM; hit rate 1.3% among 300,000; AID 1662;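 active = mean replicate score, as percent of positive control median, at least 50; inconclusive = mean below 50 but one replicate at or above 50; inactive = mean and every replicate below 50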;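 also: strain carries kanamycin resistance gene driven by streptokinase promoter and grows in 40 µg/ml kanamycin; loss of luminescence reflects streptokinase promoter inhibition or plain growth inhibition; 0% = median of DMSO wells and 100% = positive control at its reference dose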
KCNQ1 pot: human KCNQ1 channel potentiation or activation | P51787 | CHO-K1 KCNQ1, thallium flux FluxOR fluorescence; stronger effect = higher value | hit rate 0.35% among 310,000 | AID 2648 | B-score at 10 µM;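 active = fluorescence ratio B-score, a plate-corrected score, at least three library SD, with initial intensity B-score within 5 SD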
Target sequence (P51787 whole entry, looked up): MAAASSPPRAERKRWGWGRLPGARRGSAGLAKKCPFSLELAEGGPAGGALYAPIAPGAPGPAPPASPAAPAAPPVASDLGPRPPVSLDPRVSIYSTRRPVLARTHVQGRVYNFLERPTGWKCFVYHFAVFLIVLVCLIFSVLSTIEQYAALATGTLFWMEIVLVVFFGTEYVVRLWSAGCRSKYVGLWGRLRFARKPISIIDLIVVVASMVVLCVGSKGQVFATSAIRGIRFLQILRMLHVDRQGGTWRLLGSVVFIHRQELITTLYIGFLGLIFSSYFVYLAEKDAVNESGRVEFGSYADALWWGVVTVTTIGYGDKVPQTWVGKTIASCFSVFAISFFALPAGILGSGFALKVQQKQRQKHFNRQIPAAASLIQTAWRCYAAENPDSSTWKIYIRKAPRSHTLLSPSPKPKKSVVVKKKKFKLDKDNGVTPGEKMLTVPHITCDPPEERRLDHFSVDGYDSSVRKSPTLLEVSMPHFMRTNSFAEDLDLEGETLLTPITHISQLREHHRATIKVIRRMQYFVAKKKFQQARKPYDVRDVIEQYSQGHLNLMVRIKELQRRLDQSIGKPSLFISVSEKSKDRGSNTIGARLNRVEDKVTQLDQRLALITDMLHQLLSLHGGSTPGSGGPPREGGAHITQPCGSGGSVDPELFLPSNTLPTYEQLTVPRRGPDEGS
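Assay system: CHO-K1 cells stably expressing KCNQ1. Medium: assay buffer for compound exposure, DMSO matched across wells. Timing: 37 °C overnight plating, 90-min dark dye load, 20-min compound pretreatment. Signal: kinetic FluxOR fluorescence, 10 s baseline plus 110 s post-stimulus.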
ANO1 activ: mouse TMEM16A channel activation, primary screen | hit rate 0.3% among 340,000 | B-score at 10 µM | Q8BHY3 | AID 623877 | HEK293 TMEM16A/YFP-H148Q/I152L, iodide quench fluorescence; stronger effect = lower value;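 active = fluorescence-ratio B-score plate-corrected deviation score at least 3 library SD below zero, with starting fluorescence score within 5 deviations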;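 also: channel opened by trigger with iodide after compound preincubation; score built on the fluorescence ratio of max minus min over baseline; more negative score means more quench and so TMEM16A activation or potentiation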
ANO1 block: inhibitors of mouse TMEM16A calcium-activated chloride channel. AID 588511. hit rate 1.2% among 310,000. normalized B-score (activity score, 25-100; higher = stronger inhibition) at 10 µM. HEK293 TMEM16A/YFP iodide influx fluorescence, ionomycin;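 active = ratio plate-corrected score three or more library SD toward inhibition, starting fluorescence score within five deviations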;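 also: score derived from kinetic fluorescence span divided by baseline fluorescence per well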
KCNQ1 block: blocks the human KCNQ1 potassium channel; hit rate 1.3% among 310,000; CHO-K1 KCNQ1, FluxOR thallium flux fluorescence; stronger effect = higher value; B-score at 10 µM;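 active = compounds whose thallium flux B-score, printed positive for inhibition, exceeds three library SD while starting fluorescence stays within three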;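 also: channel opened by potassium depolarization with thallium stimulus after 20 min compound exposure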
HDAC3 inhib: inhibitors of human histone deacetylase 3; O15379; recombinant HDAC3, fluorogenic peptide/trypsin coupled, fluorescence; inhibition, % at 8.3 µM; hit rate 0.15% among 320,000; in the data active = inhibition above about 26%, passing the limit was not always enough; inconclusive = no clear call, values can overlap the other calls
RGS4 pot: RGS4 potentiation or activation. HEK293 M3R/inducible RGS4, carbachol calcium flux Fluo4; stronger effect = lower value. B-score at 10 µM. hit rate 0.92% among 310,000. AID 463111;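 active = B-score of the integrated calcium signal more than 4 SD below the library mean, with starting fluorescence not abnormally high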;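 also: negative B-score means reduced calcium response which marks RGS4 activation or potentiation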
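Material: M3R-expressing HEK293 line, RGS4 induced by doxycycline | Schedule: Overnight RGS4 induction, 30 min dye load 37 °C, 20 min compound RT | Measured by: Fluo4 fluorescence kinetic imaging of calcium | Read-out: Integrated calcium ratio converted to B score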
RGS4 inh: inhibitors of human RGS4; hit rate 0.45% among 310,000; P49798; HEK293 M3R/RGS4 inducible, Fluo-4 calcium flux; stronger effect = higher value; triggered by carbachol at its EC20; B-score at 10 µM;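 active = B-score, a plate-corrected calcium signal, over three deviations above library mean, with baseline fluorescence within five deviations of library mean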;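 also: RGS4 expression induced by doxycycline in cells with stable M3 receptor; B-score is computed from the integrated fluorescence ratio over baseline after carbachol; higher B-score means a larger calcium signal and so more RGS4 inhibition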
Active calls of the source: *; i = inactive; ? = inconclusive; nt = not tested or not shown.

SMILES	hERG rescue	KCNK9 block	KCNK3 block	SKKanGAS inh	KCNQ1 pot	ANO1 activ	ANO1 block	KCNQ1 block	HDAC3 inhib	RGS4 pot	RGS4 inh
Cc1cc(=O)[nH]c2c1c(-c1ccccc1)nn2C	-9	i	i	-6	i	i	i	i	4	i	i
Cc1ccc(-c2c[n+](=O)c3c(n2[O-])CCC3)cc1	-12	i	i	6	i	i	i	i	-18	i	i
OCCC1CN(Cc2cccn2-c2ncccn2)CCN1CCc1ccccc1 (configuration not stated)	-13	i	i	-3	i	i	i	i	-8	i	i
COCCn1nnnc1C(c1ccc(O)c(OC)c1)N1CCc2ccccc2C1 (configuration not stated)	-5	i	i	1	i	i	i	i	1	i	i
CCOc1ccc(S(=O)(=O)NC(C)C(=O)NC2CCCC2)cc1 (configuration not stated)	-7	i	i	2	i	i	i	i	?	i	i
Cc1cc(C)c(C)c(S(=O)(=O)Nc2ccc(C(=O)N3CCCC3)cc2)c1C	-11	i	i	1	i	i	i	i	-3	i	i
COc1ccccc1OCC(=O)NCCNC(=O)COc1ccccc1OC	-11	i	i	-10	i	i	i	i	1	i	i
O=C(CCc1ccccc1)NC1CCCc2ccccc21 (configuration not stated)	-5	i	i	1	i	i	i	i	-6	i	i
Cc1cc(=O)oc(C)c1C(=O)NCCC(C)C	-4	i	i	-9	i	i	i	i	0	i	i
CN(CC(=O)Nc1c(Cl)cccc1Cl)C(=O)c1cc2ccccc2cc1O	-2	i	i	19	i	i	i	i	nt	i	i
CCC(C)(C)n1nnnc1C(c1ccncc1)N1CCC(Cc2ccccc2)CC1 (configuration not stated)	-3	i	i	0	i	i	i	i	0	i	i
O=C(Nc1ccccc1C(F)(F)F)c1ccsc1	-6	i	i	0	i	i	i	i	0	i	i
Cc1ccc2c(c1)nnn2C1CCN(S(C)(=O)=O)CC1	-11	i	i	-25	i	i	i	i	4	i	i
C=CCn1c(O)c(/C=C2\C=NN=C2c2ccccc2)sc1=S	-5	i	i	11	i	i	i	i	5	i	i
Cc1ccc(NC(=O)COC(=O)C2=COCCO2)c([N+](=O)[O-])c1	-8	i	i	3	i	i	i	i	-8	i	i
CCCOc1ccc(/C=C/C(=O)O)cc1OC	-6	i	i	7	i	i	i	i	-5	i	i
COc1ccc(/C=C/C(=O)Nc2nc(C)c(C(=O)N(C)C)s2)cc1	-6	i	i	1	i	i	i	i	7	i	i
Cc1ccc(S(=O)(=O)NCc2c(-c3ccccc3)noc2C)cc1	-10	i	i	-2	i	i	i	i	6	i	i
COCCCN1Cc2cccc(C(=O)O)c2C1=O	-9	i	i	-1	i	i	i	i	1	i	i
CCN(CC)CCNc1nc(-c2ccccc2)nnc1C(F)(F)F	-10	i	i	-9	i	i	i	i	3	i	i
Cc1csc(NC(=O)c2ccc(-c3ccc(Cl)cc3Cl)o2)n1	-4	i	i	-1	i	i	i	i	-1	i	i
CCCCNC(=O)c1ccc2c(c1)N(CC)C(=O)CS2	-15	i	i	-1	i	i	i	i	12	i	i
CC(NC(=O)c1ccco1)c1ccc2c(c1)OCO2 (configuration not stated)	-7	i	i	0	i	i	i	i	2	i	i
N#Cc1c(N)n(-c2cccc(O)c2)c2nc3ccccc3nc12	-11	i	i	7	i	i	i	i	-53	i	i
Cc1cc(C(=O)NN=C2C3CC4CC(C3)CC2C4)c2ccccc2n1	-10	i	i	-4	i	i	i	i	6	i	i
CC(CC1C(C#N)=C(N)OC2=C1C(=O)CCC2)c1ccccc1 (configuration not stated)	-14	i	i	1	i	i	i	i	3	i	i
CCOc1ccc2nc(NC(=O)Nc3ccccc3)sc2c1	-7	i	i	-17	i	i	i	i	1	i	i
CC(NC(=O)COc1ccc(N(C)S(=O)(=O)c2ccccc2)cc1)c1ccccc1 (configuration not stated)	-8	i	i	5	i	i	i	i	3	i	i
COc1ccc(N2CCN(CC(=O)NC(=O)NC(C)(C)C)CC2)cc1	-11	i	i	2	i	i	i	i	9	i	i
O=C(N/N=C/c1c(O)n(-c2ccc(Cl)cn2)c(=O)c2ccccc12)C1CC1	-3	i	i	1	i	i	i	i	10	i	i
COc1cc(C(=O)NC(=S)Nc2ccccc2N2CCCC2)cc(OC)c1OC	-11	i	i	21	i	i	i	i	12	i	i
Cc1ccc(C)c(NC(=O)C2Cc3ccccc3CN2C(=O)OCc2ccccc2)c1 (configuration not stated)	-8	i	i	12	i	i	i	i	-2	i	i
COc1ccc(Cc2nc3ccccc3n2CC(=O)N/N=C/c2ccc(C)cc2O)cc1OC	-4	i	i	9	i	i	i	i	5	i	i
COC(=O)c1cc(OC)c(OC)cc1NC(=O)c1ccc(Br)o1	-3	i	i	-8	i	i	i	i	2	i	i
CCOc1ccc(N(CC(=O)Nc2cc(C)ccc2C)S(=O)(=O)c2c(C)[nH]c(=O)[nH]c2=O)cc1	-14	i	i	-1	i	i	i	i	12	i	i
COC(=O)C(C)Oc1ccc2c3c(c(=O)oc2c1)CCCCC3 (configuration not stated)	-10	i	i	0	i	i	i	i	-88	i	i

Given in CSV form: part of the list above.
compound,hERG rescue,KCNK9 block,KCNK3 block,SKKanGAS inh,KCNQ1 pot,ANO1 activ,ANO1 block,KCNQ1 block,HDAC3 inhib,RGS4 pot,RGS4 inh
N#Cc1c(N)n(-c2cccc(O)c2)c2nc3ccccc3nc12,-11,i,i,7,i,i,i,i,-53,i,i
Cc1cc(C(=O)NN=C2C3CC4CC(C3)CC2C4)c2ccccc2n1,-10,i,i,-4,i,i,i,i,6,i,i
CC(CC1C(C#N)=C(N)OC2=C1C(=O)CCC2)c1ccccc1 (configuration not stated),-14,i,i,1,i,i,i,i,3,i,i
CCOc1ccc2nc(NC(=O)Nc3ccccc3)sc2c1,-7,i,i,-17,i,i,i,i,1,i,i
CC(NC(=O)COc1ccc(N(C)S(=O)(=O)c2ccccc2)cc1)c1ccccc1 (configuration not stated),-8,i,i,5,i,i,i,i,3,i,i
COc1ccc(N2CCN(CC(=O)NC(=O)NC(C)(C)C)CC2)cc1,-11,i,i,2,i,i,i,i,9,i,i
O=C(N/N=C/c1c(O)n(-c2ccc(Cl)cn2)c(=O)c2ccccc12)C1CC1,-3,i,i,1,i,i,i,i,10,i,i
COc1cc(C(=O)NC(=S)Nc2ccccc2N2CCCC2)cc(OC)c1OC,-11,i,i,21,i,i,i,i,12,i,i
Cc1ccc(C)c(NC(=O)C2Cc3ccccc3CN2C(=O)OCc2ccccc2)c1 (configuration not stated),-8,i,i,12,i,i,i,i,-2,i,i
COc1ccc(Cc2nc3ccccc3n2CC(=O)N/N=C/c2ccc(C)cc2O)cc1OC,-4,i,i,9,i,i,i,i,5,i,i

More compounds follow.
SMILES	hERG rescue	KCNK9 block	KCNK3 block	SKKanGAS inh	KCNQ1 pot	ANO1 activ	ANO1 block	KCNQ1 block	HDAC3 inhib	RGS4 pot	RGS4 inh
CC(C)CCOC(=O)C[N+](C)(C)CCOC1CC2CCC1(C)C2(C)C (configuration not stated)	-12	i	i	2	i	i	i	i	-1	i	i
CNC(=O)c1ccsc1NC(=O)CCS(=O)(=O)c1ccc(F)cc1	-12	i	i	-12	i	i	i	i	1	i	i
CCN(CC)S(=O)(=O)c1cccc(-c2nnc(SCc3nc4ccccc4s3)o2)c1	-11	i	i	4	i	i	100*	i	0	i	i
COc1cccc(CN(C)S(=O)(=O)c2cccs2)c1	-2	i	i	5	i	i	i	i	-1	i	i
Cc1cc(/C=N/Nc2ccc([N+](=O)[O-])cn2)c(C)n1-c1cccc(C(=O)O)c1	-10	i	i	-9	i	i	i	i	nt	i	i
O=C(NCCc1ccccc1)c1c(F)cccc1F	-8	i	i	5	i	i	i	i	4	i	i
CC1CCCN(C(=O)CSc2nnc(-c3ccc(O)cc3)o2)C1 (configuration not stated)	-3	i	i	0	i	i	i	i	1	i	i
COc1ccc(N2CCN(CCCn3c(=S)[nH]c4ccccc4c3=O)CC2)cc1	-3	i	i	2	i	i	i	i	4	i	i
O=C(Cc1cccs1)N/N=C/c1ccccc1	-2	i	i	13	i	i	i	i	-11	i	i
CC(C)NC(=O)c1ccccc1S(=O)c1ccccc1C#N (configuration not stated)	-1	i	i	2	i	i	i	i	0	i	i
CC1CCCC/C1=N/Nc1ccc([N+](=O)[O-])cc1[N+](=O)[O-] (configuration not stated)	-1	i	i	1	i	i	i	i	1	i	i
CCOc1ccc(C(=O)NCC(c2ccco2)N2CCOCC2)cc1 (configuration not stated)	-5	i	i	3	i	i	i	i	-7	i	i
CCC(C(=O)OC)n1cnc2c(oc3ccccc32)c1=O (configuration not stated)	-3	i	i	5	i	i	i	i	-1	i	i
COc1ccc(/C=C/C(=O)NCC(=O)n2nc(C)cc2C)cc1	-4	i	i	-2	i	i	i	i	-3	i	i
NC(=O)c1nsc(C(=O)N(c2ccccc2)C(C(=O)NCC2CCCO2)c2cccs2)c1N (configuration not stated)	-4	i	i	7	i	i	i	i	-6	i	i
O=C(NCC(c1ccco1)N1CCOCC1)c1ccc([N+](=O)[O-])cc1 (configuration not stated)	-14	i	i	-2	i	i	i	i	-3	i	i
CCOC(=O)Cc1csc(NC(=O)c2sc3nc4ccc(CC)cc4cc3c2N)n1	-11	i	i	2	i	i	i	i	0	i	i
CC1CCN(S(=O)(=O)c2ccc(NC(=O)CSc3ncccc3C(=O)O)cc2)CC1	-3	i	i	10	i	i	i	i	-6	i	i
Cc1ccc(C(=O)NCCN2C3=NC[C@H](C)N3C[C@H]2Cc2ccc(O)cc2)cc1Br	-4	i	i	-3	i	i	i	i	-1	i	i
CC1CN(C(=O)c2ccc(S(=O)(=O)Nc3ccccc3F)cc2)CC(C)O1 (configuration not stated)	-15	i	i	1	i	i	i	i	4	i	i
CCOc1ccc(OCCOc2ccc(/C=C/C(=O)O)cc2OCC)cc1	-4	i	i	9	i	i	i	i	1	i	i
CN(C)c1ccc(/C=N/NC2=NS(=O)(=O)c3ccccc32)cc1	-2	i	i	0	i	i	i	i	nt	i	i
